FLuc modulator: qHTS profiling assay for firefly luciferase inhibitor/activator using purifed enzyme and Km concentrations of substrates (counterscreen for miR-21 project); Potency, µM (doses to about 57.5 µM), for inactives: top-dose activity change, negative = inhibition, actives largely listed as inhibitors; actives 6.9% (n = 360,000); purified FLuc, Km substrates, luminescence inhibition;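 further: potency means the concentration at half of the fitted maximal effect; plate controls were vehicle for no effect and reference inhibitor for full effect; nearly all actives have a fitted effect of over 55% in size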
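Purified P. pyralis luciferase (10nM final) with 10uM D-luciferin and 10uM ATP (Km levels) in 50mM Tris acetate pH 7.5, 10mM Mg acetate, 0.01% Tween-20, 0.05% BSA; qHTS 6-point titration, ~60 µM downward; luminescence read.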
RORgamma inh: qHTS for inhibitors of ROR gamma transcriptional activity | Nuclear receptor ROR-gamma (Mus musculus), P51450 | Potency, µM (highest dose often 53.6 µM), inactives show at the top dose activity change, negative = inhibition, usual class: inhibitors | Drosophila S2 Gal4-RORgamma UAS-luciferase reporter, 20 h | actives 5.4% (n = 310,000) | AID 2551, 2010; further: potency means the concentration at half of the fitted maximal effect; on the % scale 0 is the no-effect control and ±100 the full control effect; nearly all actives have a fitted effect of over 60% in size
Target sequence (P51450 whole entry, looked up, the tested form may be a part): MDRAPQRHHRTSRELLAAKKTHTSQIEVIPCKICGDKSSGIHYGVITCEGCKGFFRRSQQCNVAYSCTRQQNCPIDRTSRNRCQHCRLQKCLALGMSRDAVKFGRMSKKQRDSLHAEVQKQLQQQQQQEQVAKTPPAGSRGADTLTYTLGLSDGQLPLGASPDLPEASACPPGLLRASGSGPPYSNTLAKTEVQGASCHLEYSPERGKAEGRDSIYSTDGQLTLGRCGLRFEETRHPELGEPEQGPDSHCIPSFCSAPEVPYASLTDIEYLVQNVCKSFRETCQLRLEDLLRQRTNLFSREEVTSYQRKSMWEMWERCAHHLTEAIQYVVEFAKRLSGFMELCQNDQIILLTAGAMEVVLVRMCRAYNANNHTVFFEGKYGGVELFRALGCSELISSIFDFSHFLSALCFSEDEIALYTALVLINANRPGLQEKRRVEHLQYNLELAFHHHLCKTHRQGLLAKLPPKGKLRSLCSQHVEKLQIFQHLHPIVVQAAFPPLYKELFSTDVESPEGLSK
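In this cell-based reporter format, copper sulfate (700 uM final) drives Gal4–ROR gamma fusion expression from a metallothionein promoter in Drosophila Schneider cells; compounds preincubated 1 hr, reporter read after 20 hr at ambient temperature.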
Rab9 prom act: qHTS Assay for Rab9 Promoter Activators; AID 485297, 2010; Huh7 Rab9 promoter-luciferase reporter, luminescence, 24 h; actives 2.8% (n = 320,000); Potency, µM (series often up to 9.22 µM), without a hit: at the top dose activation, negative = inhibition, most hits filed as activators; further: potency means the concentration at half of the fitted maximal effect; % of control where 0% means no effect; nearly all actives have a fitted effect of over 60% in size
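Luminescence from Amplite-detected luciferase (10 minutes, ambient) reports Rab9 promoter activation. Before that, stable Rab9-luciferase Huh7 cells (1500/well, reduced-serum OP-MEM I plus 10% FBS) were exposed to compound for 24 hours at 37C.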
BRCA1 expr act: qHTS Assay to Identify Small Molecule Activators of BRCA1 Expression; AID 624202, 2012; Potency, µM (doses to about 46.1 µM), without a hit: top-dose activation, most hits filed as activators; MCF7-BRCA1-FFLuc reporter, luminescence, 48 h; response scale: scaled: vehicle 0%, 10 µM genistein 100%; actives 1.1% (n = 380,000); further: potency means the concentration at half of the fitted maximal effect; nearly all actives have a fitted effect of over 80% in size; some results filed as inactive show a strong effect at the top dose
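Luminescence from a BRCA1-driven firefly luciferase in MCF7 cells was read after 48 h compound exposure at 37 C. Data normalized against DMSO and a 10microM genistein activation control, then curve-fitted across the titration.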
ELG1 genotoxic: qHTS screen for small molecules that induce genotoxicity in human embryonic kidney (HEK293T) cells expressing luciferase-tagged ELG1. HEK293T ELG1-luciferase reporter, luminescence, 16 h. Potency, µM (highest dose often 46 µM), inactives show top-dose activity change, positive = activation, actives largely listed as activators. actives 1.3% (n = 330,000). AID 504466, 2011; further: potency means the concentration at half of the fitted maximal effect; % of control where 0% means no effect; nearly all actives have a fitted effect of over 60% in size
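After overnight (16 hr) compound treatment at 37 °C, ELG1-luciferase HEK293T cells were lysed with ONE-Glo; luminescence quantified 30 min later at room temperature.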
NPC1 prom act: qHTS Assay for NPC1 Promoter Activators. actives 2.4% (n = 320,000). AID 485313, 2010. Huh7 NPC1 promoter luciferase reporter, 24 h. Potency, µM (series often up to 9.22 µM), inactives show at the top dose activation, most hits filed as activators;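 further: potency means the concentration at half of the fitted maximal effect; % of control where 0% means no effect; nearly all actives have a fitted effect of over 60% in size; reporter is driven by a mutant NPC1 promoter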
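Compounds in DMSO were transferred onto Huh7 NPC1-luciferase reporter cells pre-incubated 2 h; after 24 h at 37 °C, Amplite reagent was dispensed and luminescence recorded 10 min later.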
Menin MLL FP TR: qHTS Assay for Inhibitors Targeting the Menin-MLL Interaction in MLL Related Leukemias: Competition With Texas Red Labeled MLL-derived Mutant Peptide; Menin + Texas Red MLL mutant peptide, fluorescence polarization; actives 0.23% (n = 270,000); O00255; Potency, µM (doses to about 61.6 µM), without a hit: at the top dose FP activity change, negative = inhibition, actives largely listed as inhibitors; active means well fitted inhibition curve with a large enough effect in the polarisation, with a control signal flat, not every such curve was filed as active; inconclusive means small, poorly fitted or top-dose-only effect, or effect the other way, or a change in a side signal; inactive means no such curve, though single readings can be large or run the other way; the % refers to the polarisation; further: potency means the concentration at half of the fitted maximal effect; % of control where 0% means no effect; many of its hits are not listed in these tables
Target sequence (O00255 whole entry, looked up): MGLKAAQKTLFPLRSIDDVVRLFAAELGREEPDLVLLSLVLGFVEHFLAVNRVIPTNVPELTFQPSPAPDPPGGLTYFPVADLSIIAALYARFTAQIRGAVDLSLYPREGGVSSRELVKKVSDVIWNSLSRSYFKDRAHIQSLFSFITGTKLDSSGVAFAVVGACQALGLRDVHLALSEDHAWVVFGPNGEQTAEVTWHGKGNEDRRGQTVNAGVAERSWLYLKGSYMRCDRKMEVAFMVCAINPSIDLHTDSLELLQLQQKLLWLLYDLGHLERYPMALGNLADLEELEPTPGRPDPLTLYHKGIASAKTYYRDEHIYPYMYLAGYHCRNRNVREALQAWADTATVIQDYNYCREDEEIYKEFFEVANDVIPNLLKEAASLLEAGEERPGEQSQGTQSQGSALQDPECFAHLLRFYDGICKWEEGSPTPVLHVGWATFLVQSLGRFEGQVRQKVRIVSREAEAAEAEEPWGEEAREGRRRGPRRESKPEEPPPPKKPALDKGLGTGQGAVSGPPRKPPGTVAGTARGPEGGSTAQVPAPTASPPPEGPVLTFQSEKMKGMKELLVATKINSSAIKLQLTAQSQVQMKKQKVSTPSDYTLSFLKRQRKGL
Giardia kill: Small Molecules that selectively kill Giardia lamblia: qHTS. Giardia lamblia trophozoite viability. activity change, % at 7.66 µM, hits read low. AID 540267, 2011. actives 0.15% (n = 340,000); in the data active means activity change below about -80%; inconclusive means between about -30% and that limit;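 further: parasites exposed to compound for two days anaerobically before the ATP read; on the % scale 0 is the no-effect control and ±100 the full control effect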
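Media and compound were dispensed first, then trophozoites at 100 cells/well; plates sat 48 hrs at 37 deg C without oxygen before ATP luminescence reagent was added and read after 15-30 min at room temperature.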
PKM2 act: qHTS Assay for Activators of Human Muscle isoform 2 Pyruvate Kinase. purified PKM2, Kinase-Glo ATP luminescence, activation; response scale: 0% is enzyme alone, no compound. Potency, µM (top dose mostly 57.5 µM), without a hit: at the highest dose activation, usual class: activators. actives 0.34% (n = 260,000). Pyruvate kinase PKM (Homo sapiens), P14618. AID 1631, 2009; further: potency means the concentration at half of the fitted maximal effect; on the % scale 0 is the no-effect control and ±100 the full control effect; nearly all actives have a fitted effect of over 55% in size
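Purified hPK-M2 (>95%) run at intermediate activity with 0.1 mM ADP and 0.5 mM PEP in 50 mM imidazole pH 7.2, KCl, MgCl2; 1 h room temperature. ATP formed read by Kinase-Glo luminescence; normalized to uninhibited and no-enzyme controls.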
p53 reactivator: qHTS assay for re-activators of p53 using a Luc reporter; H1299 p53-A138V BP100-luciferase reporter, luminescence, 24 h; Potency, µM (highest dose often 92.2 µM), for the others: at the highest dose activity change, positive = activation, usual class: activators; actives 0.063% (n = 320,000); further: potency means the concentration at half of the fitted maximal effect; % of control where 0% means no effect; nearly all actives have a fitted effect of over 45% in size
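H1299 (p53-null), stable ts p53-A138V + BP100-Luc; 1000 cells/well, Opti-MEM/10% FBS; cpd 4 pt, 1:5; 24 h, 37 deg C, 5% CO2; detection reagent 10 min RT; luminescence.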
Gal4-VP16 FLuc: VP16 counterscreen qHTS for inhibitors of ROR gamma transcriptional activity. Potency, µM (highest dose often 53.6 µM), for inactives: at the highest dose activity, negative = inhibition, usual class: inhibitors. actives 3.5% (n = 310,000). Drosophila S2 Gal4-VP16 UAS-luciferase, luminescence, 20 h. AID 2546, 2010;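 further: Gal4-VP16 expression switched on by copper sulfate through the metallothionein promoter; potency means the concentration at half of the fitted maximal effect; on the % scale 0 is the no-effect control and ±100 the full control effect; nearly all actives have a fitted effect of over 50% in size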
Active calls of the source: *; u = inconclusive; x = not tested or not shown; & = joins results of further samples; [ ] = remark or other dose. Unless noted, the call rests on the fitted dose curve; in most records, active means well fitted curve in the direction sought with a large enough effect; inconclusive means small, poorly fitted or top-dose-only effect, or another doubt; inactive means no such curve, though single readings can be large; an effect the other way counts as inactive or inconclusive. An excerpt; the hit share may differ from the screen's.

SMILES	FLuc modulator	RORgamma inh	Rab9 prom act	BRCA1 expr act	ELG1 genotoxic	NPC1 prom act	Menin MLL FP TR	Giardia kill	PKM2 act	p53 reactivator	Gal4-VP16 FLuc
COc1ccc(C(c2nnnn2Cc2ccccc2)N2CCN(C(=O)c3ccco3)CC2)cc1 (stereo not drawn)	6%	u	7%	-21%	-5%	-6%	-12%	4	1%	-26%	-1%
c1ccc(OCc2nn3c(Cn4cnc5ccccc54)nnc3s2)cc1	3%	18%	0%	-51%	-2%	6%	-9%	11	4.5µM*	-8%	1%
CCOC(=O)C1=C(c2ccccc2)NC(=O)NC1c1ccc(O)c(OCC)c1 (stereo not drawn)	1%	38%	2%	0%	3%	-6%	-2%	26	6%	-1%	1%
COc1cc(/C=C(\NC(C)=O)C(=O)NC(C)(C)CC(C)(C)C)ccc1OC(C)=O	3%	12%	-3%	22%	3%	1%	0%	-15	-5%	-8%	-7%
O=C(CN1C(=O)NC2(CCCCC2)C1=O)N1CCN(S(=O)(=O)c2ccccc2)CC1	-1%	1%	1%	11%	-2%	-5%	-7%	-15	-3%	3%	1%
CN(Cc1cccc(F)c1)C(=O)CSc1nnnn1C1CC1	4%	x	14%	12%	0%	-6%	x	10	x	2%	x
O=C1CCCN2N=C(SCC(=O)Nc3ccc(F)cc3F)SC2=N1	-1%	15%	0%	-25%	-4%	-3%	3%	-1	x	0%	7%
Cc1cccc(NS(=O)(=O)c2nnc(NC(=O)c3cccc(C)c3)s2)c1	-2%&-18%	19%	-1%	28%	7%	1%	u	-2	-4%	x	3%
COc1cccc(CNC(=O)c2ccc(NS(=O)(=O)c3ccc4[nH]c(=O)[nH]c4c3)cc2)c1	4%	x	-4%	4%	0%	-5%	x	13	x	u	x
CCC1(C)Cc2c(sc3nnn(CC(=O)Nc4ccc(C)cc4)c(=O)c23)CO1 (stereo not drawn)	5%	-2%	-1%	-2%	-2%	-9%	35%[activator]	9	-1%	6%	1%
CCOC(=O)N1CCC(NC(=O)Cn2ncc3c4ccccc4n(C)c3c2=O)CC1	19µM*	-10%	12%	29%	9%	11%	5%	-7	1%	u	-2%
COc1ccc(/C=N/NC(=S)NC2CCS(=O)(=O)C2)cc1OC (stereo not drawn)	u	16µM*	-3%	-34%	11%	-4%	10%	10	-4%	-6%	u
Cc1cc(C)n2nc(CCc3nc4nc(C)cc(C)n4n3)nc2n1	-1%	2%[10 µM]	-4%	x	2%	13%	10%	x	10%	-2%	-4%
CCC1CCCCN1C(=O)Cn1c(=O)oc2ccccc21 (stereo not drawn)	-1%	-18%	12%	0%	0%	-5%	-1%	5	0%	4%	-7%
CC(=O)Nc1ccc(Oc2ncccn2)c(Cl)c1	1%	0%	1%	-9%	0%	-4%	10%	-14	4%	-2%	-9%
Cc1ccc(C(=O)CN(Cc2ccccc2)C2=NCCS2)cc1	6%	-42%	-4%	-23%	-1%	-2%	-7%	-8	-2%	12%	2%
Cc1cc(N/N=C/c2ccccc2Br)nc2ccccc12	12µM*	0.56µM*	22%	69%	12%	18%	7%	-16	13%	u	16µM*
COc1ccc(N2C(=O)CCC2(C#N)c2ccc(OC)cc2)cc1 (stereo not drawn)	13%	-7%	-13%	-1%	-4%	1%	-21%	-9	7%	-6%	-3%
O=C(COC(=O)c1ccco1)Nc1ccc2c(c1)OCO2	u	39%	-1%	12%	0%	-1%	13%	5	0%	10%	1%
O=C(CCNC(=O)c1ccccc1Cl)Nc1nc(-c2ccccc2Cl)cs1	17µM*	u	1%	11%	14%	8%	3%	11	0%	u	14%
CC1(C)Cc2c(sc(NC(=O)COc3ccc(Cl)cc3)c2C(N)=O)C(C)(C)N1	1%	-6%	-2%	-6%	12%	0%	x	36[activator]	-5%	0%	-8%
O=[N+]([O-])c1cc(/C=N/n2c(-c3cccnc3)n[nH]c2=S)ccc1Cl	5%	-13%	-1%	-52%	14%	-2%	u	-2	-7%	5%	u
Cc1ccc(-c2nc(CS(=O)CC(=O)NCc3ccc4c(c3)OCO4)c(C)o2)cc1 (stereo not drawn)	-12%	u	4%	-7%	1%	-1%	-9%	9	0%	x	-5%
Cc1csc(SCc2nc3scc(-c4ccccc4)c3c(=O)[nH]2)n1	u	5%	-8%	-2%	-11%	-3%	-18%	-4	22%	0%	1%
COc1ccccc1OCCn1ccnc1	-5%	12%	-2%	0%	-3%	1%	-7%	-17	-9%	9%	-5%
Cn1c(=O)c2c3c(sc2n2c(SCC(=O)c4ccccc4)nnc12)COC(C)(C)C3	8%	9%	8%	x	-3%	1%	0%	x	-4%	u	-4%
O=C(CNC(=O)c1ccc(Cl)cc1Cl)OCN1C(=O)c2ccccc2C1=O	-2%	x	3%	-1%	-5%	7%	x	2	x	-4%	x
CCCCn1cnc2c(c(-c3ccccc3)c(-c3ccccc3)n2Cc2ccco2)c1=N	0%	-42%	-22%	-16%	-8%	-24%	x	4	-2%	-8%	-22%
CCN(CC)c1nc2c(c(=O)[nH]c(=O)n2C)n1Cc1ccccc1	4%	27%	0%	-3%	6%	-1%	1%	3	-12%	x	8%
Cc1ccc(NC(=O)CC2OC(=O)c3ccccc32)cc1S(=O)(=O)N1CCOCC1 (stereo not drawn)	-1%	x	-1%	-12%	2%	-2%	x	19	x	0%	x
COc1ccc(C(=O)NNC2=NC(C)(C)Cc3ccccc32)cc1	8%	6%	11%	19%	-3%	0%	14%	-16	-2%	2%	3%
Cn1nccc1C(=O)Nc1ccc2c(c1)OCCO2	12µM*	-37%	1.6µM*	54%	u	3.2µM*	0%	-16	-35%	5%	-11%
CCCC(C(=O)O)n1c(O)c(C=C2N=c3ccccc3=N2)sc1=S (stereo not drawn)	u	6%	3%	-19%	-1%	-2%	x	-20	4%	3%	3%
Cc1ccc(S(N)(=O)=O)cc1NC(=O)/C=C/c1cccs1	-12%	1%	-1%	-10%	0%	-4%	25%	15	4%	-2%	13%
CCOC(=O)c1cc(S(=O)(=O)NCCc2ccccc2)cn1C	-4%	32%	-5%	1%	2%	5%	x	-1	x	3%	-12%
O=C(Nc1n[nH]c(C(F)(F)F)n1)C1CC1	-1%	0%	-14%	17%	-1%	-9%	11%	-16	4%	0%	15%
CCCCn1c(N)c(N(CCOC)C(=O)c2ccc3c(c2)OCCO3)c(=O)[nH]c1=O	2%	x	-3%	-4%	0%	-8%	x	10	x	-3%	x
Cc1ccc2sc(N(CCCN(C)C)C(=O)c3ccc(S(=O)(=O)N4CCc5ccccc5C4)cc3)nc2c1C	0%	x	-26%	-17%	u	-10%	x	-8	x	15%	x
Cn1ccsc1=NC(=O)c1ccc(S(=O)(=O)C(F)F)cc1	u	1%	3.5µM*	13µM*	u	u	x	2	x	17%	1%
O=C(CC(=O)c1ccccc1)Nc1cc(C(F)(F)F)ccc1Cl	u	u	-4%	-22%	0%	-3%	x	-10	4%	24%	u
Nc1cc(=O)[nH]n1C1CCCC1	-2%	17%	1%	-2%	-1%	0%	-16%	2	x	3%	-15%
CCC1=Nc2cc(C(=O)N3CCCCC3)ccc2Sc2ccc(C)cc21	-1%	14%	1%	-20%	1%	-4%	-23%	-9	x	0%	2%
Cc1nn(-c2ccccc2)c2c1C(=O)N(Cc1ccccc1)C(=O)C(C)(C)C2	-1%	2%	-1%	-50%	-3%	-2%	1%	-9	2%	-5%	u
CC(C)CC(C(=O)OCC(=O)c1c(N)n(C)c(=O)n(C)c1=O)N1C(=O)c2ccccc2C1=O (stereo not drawn)	0%	24%	1%	-13%	4%	0%	13%	-11	-3%	-14%	-1%
Cc1n[nH]c(C)c1S(=O)(=O)N1CCCCCC1	5%	-8%	-2%	-1%	0%	1%	-15%	-14	0%	-1%	6%
Cc1cc(C)c(S(=O)(=O)NC2CC(C)(C)NC(C)(C)C2)cc1Br	0%	u	1%	-22%	0%	2%	1%	8	2%	x	-8%
